Rv3671c protease: Rv3671c serine protease inhibitors, primary screen, biochemical, fluorescence polarization, M. tuberculosis H37Rv | P9WHR9 | inhibition, % at 5.96 µM | actives 0.048% (n = 320,000); in the data active = inhibition above about 38%;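 note: extracellular domain of Rv3671c used as enzyme; 0% = enzyme with DMSO and 100% = no enzyme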
Target sequence (P9WHR9 whole entry, looked up, the tested form may be a part): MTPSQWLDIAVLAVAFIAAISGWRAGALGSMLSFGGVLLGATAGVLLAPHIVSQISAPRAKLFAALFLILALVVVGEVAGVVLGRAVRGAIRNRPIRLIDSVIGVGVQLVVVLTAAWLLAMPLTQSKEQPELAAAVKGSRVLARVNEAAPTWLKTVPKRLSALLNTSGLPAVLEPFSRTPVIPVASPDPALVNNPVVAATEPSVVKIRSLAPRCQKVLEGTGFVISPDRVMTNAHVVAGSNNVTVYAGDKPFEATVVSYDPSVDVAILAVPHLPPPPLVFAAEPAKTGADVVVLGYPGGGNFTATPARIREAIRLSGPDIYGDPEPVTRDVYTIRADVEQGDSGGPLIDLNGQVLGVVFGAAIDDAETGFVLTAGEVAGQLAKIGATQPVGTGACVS
Mtb UGM inh: M. tuberculosis UGM enzyme inhibitors, primary screen, biochemical, fluorescence polarization, single point; AID 504406, 2011; actives 0.06% (n = 320,000); purified UGM, fluorescence polarization probe displacement; inhibition, % at 10 µM; UDP-galactopyranose mutase (Mycobacterium tuberculosis (strain ATCC 25618 / H37Rv)), …; in the data active = inhibition above about 10%, passing the limit was not always enough
Mtb FBA inh: Mtb FBA enzyme inhibitors, primary screen, biochemical, fluorescence, strain H37Rv | Fructose-bisphosphate aldolase (Mycobacterium tuberculosis (strain ATCC 25618 / H37Rv)), … | purified M. tuberculosis FBA, fluorescence read-out | inhibition, % at 1 µM | actives 2.3% (n = 360,000); in the data active = inhibition above about 27%;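 note: 0% = vehicle and 100% = reference inhibitor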
Vc quorum ag: inducers of Vibrio cholerae quorum light production without autoinducers, primary screen, BH1578 luxS cqsA deficient, single point | V. cholerae BH1578 lux reporter, luminescence, 6 h | activation, % at 18.7 µM | actives 0.16% (n = 350,000) | AID 588436, 2011; in the data active = activation mostly above about 9.7%, no sharp cut-off; note: not every result past the cut was called active; inactives centre near 0; reference of the scale not given here
SSB-PriA inh: inhibitors of Klebsiella pneumoniae PriA binding to SSB C-terminal tail, primary screen, biochemical, AlphaScreen; PriA–SSB C-terminal tail interaction (Klebsiella pneumoniae); AlphaScreen SSBct-PriA binding, biotinylated peptide; inhibition, % at 33 µM; actives 0.6% (n = 430,000); AID 1272365, 2023; in the data active = inhibition mostly above about 37%, no sharp cut-off; inactive = mostly below about 20%;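 note: plate controls were negative control peptide for no effect and reference peptide for full effect; strong numbers were not always called active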
GDH-TPI counter: GDH-TPI coupling enzyme inhibitors, primary screen, artefact control for M. tuberculosis FBA inhibitor project, biochemical, absorbance, full deck | GDH-TPI coupled enzyme counterscreen, NADH absorbance | inhibition, % at 4.8 µM | actives 1.2% (n = 360,000); in the data active = inhibition above about 30%;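 note: 0% = DMSO wells and 100% = wells lacking the enzyme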
VHR inh abs: VHR1 phosphatase inhibitors, primary screen, biochemical, absorbance, uHTS; recombinant VHR phosphatase, pNPP absorbance; inhibition, % at 13.3 µM; actives 0.52% (n = 290,000); in the data active = inhibition above about 50%; note: some compounds called inactive have numbers as strong as hits
Target sequence (P51452 whole entry, looked up): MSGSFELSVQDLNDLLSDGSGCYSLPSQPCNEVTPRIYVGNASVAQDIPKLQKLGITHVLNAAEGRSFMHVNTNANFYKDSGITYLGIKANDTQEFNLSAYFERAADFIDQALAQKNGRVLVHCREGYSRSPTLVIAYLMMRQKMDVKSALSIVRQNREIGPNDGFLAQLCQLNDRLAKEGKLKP
3CLpro inhibitor: SARS-CoV 3CLpro protease inhibitors, primary screen, biochemical, quenched FRET; Replicase polyprotein 1ab (Severe acute respiratory syndrome coronavirus), P0C6X7; recombinant SARS-CoV 3CLpro, quenched FRET peptide cleavage; inhibition, % at 6 µM; actives 0.14% (n = 290,000); AID 1706, 2009; in the data active = inhibition above about 12%
MazEF act: activators of E. coli MazEF toxin-antitoxin RNase, primary screen, biochemical, fluorescence, uHTS; FAM/BHQ RNA-DNA oligo cleavage fluorescence, 5 h; actives 0.32% (n = 350,000); activation, % at 20 µM; AID 504720, 2011; Endoribonuclease toxin MazF (Escherichia coli (strain K12)), P0AE70; in the data active = activation above about 50%
Target sequence (P0AE70 whole entry, looked up): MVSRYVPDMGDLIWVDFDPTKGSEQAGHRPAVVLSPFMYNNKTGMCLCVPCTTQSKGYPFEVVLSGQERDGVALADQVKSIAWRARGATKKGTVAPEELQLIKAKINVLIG
BioA inh: M. tuberculosis BioA enzyme inhibitors, primary screen, biochemical, plate reader, single point, HTS; purified M. tuberculosis BioA enzyme; actives 0.096% (n = 360,000); inhibition, % at 9.99 µM; 7,8-diaminopelargonic acid synthase BioA (Mycobacterium tuberculosis); in the data active = inhibition above about 40%
Starred values were filed as active, the others as inactive; i = inactive; . = no result given; & = joins results of further samples. This is a subset (hit frequency here may not be typical).

smiles | MazEF act | BioA inh | SSB-PriA inh | VHR inh abs | 3CLpro inhibitor | Vc quorum ag | Mtb UGM inh | GDH-TPI counter | Rv3671c protease | Mtb FBA inh
CC1C(=O)N(Cc2cn(CCC3OCCCO3)nn2)CCS(=O)(=O)N1Cc1ccc(-c2ccc(F)cc2)cc1 (configuration not stated) | 7 | 1.6 | . | . | . | 0.2 | . | -11 | . | 2
O=C(C[C@H]1C[C@H]2c3cc(NS(=O)(=O)c4ccc(F)cc4)ccc3O[C@H]2[C@H](CO)O1)NCc1ccncc1 | 3 | -2.1&-0.4 | . | . | . | 1.1 | . | 3 | . | 6
CN1c2ccccc2C2(C)CCCC3=Cc4cccc([N+](=O)[O-])c4OC312 (configuration not stated) | -1 | -3.6 | -5 | 1 | -5 | i | -3.5 | 10 | -10 | -2
CSC1=C(C#N)C(c2ccccc2Cl)C2=C(N1)c1ccccc1C2=O (configuration not stated) | -2 | -0.5 | -7 | 26 | 2 | -0.2 | 2.0 | -1 | -4 | 2
C=CCN=C(NC#N)SCCc1ccccc1 | -5 | -0.6 | -14 | -25 | 5 | -1.7 | 1.7 | 15 | -5 | 0
O=C(O)CN(c1ccccc1[N+](=O)[O-])S(=O)(=O)c1ccccc1 | -3 | . | 0 | 9 | 2 | -0.5 | -0.5 | 12 | 7 | 6
O=C1Nc2ccc([N+](=O)[O-])cc2OC1CCN1CCCC1 (configuration not stated) | 2 | -0.7 | -1 | 0 | 1 | i | -5.5 | 2 | 5 | -7
O=c1[nH]c(=S)n(C2CC2)c(O)c1C=NCc1ccc(F)cc1 | 0 | . | -7 | -16 | -2 | -0.1 | 3.1 | 4 | -3 | 2
CC(Cc1ccccc1)NCCC(=O)NC(C)Cc1ccccc1 (configuration not stated) | 2 | -0.2 | 0 | . | 0 | -6.7 | -3.3 | 13 | -6 | 5
O=C(C1CCCN(Cc2cccs2)C1)N1CCCCCC1 (configuration not stated) | 1 | -4.4 | -20 | 5 | 1 | 0.5 | 1.9 | 7 | 2 | 4
NC(=O)c1cn(C2CCCCC2)c2ccccc2c1=O | 6 | 7.8 | -4 | 0 | 4 | i | 0.6 | -5 | 7 | 0
c1ccc(-c2ccc(-c3[nH]ncc3CN3CCC(N4CCSCC4)CC3)cc2)cc1 | 0 | 5.3 | -7 | 20 | 1 | 0.1 | 2.2 | 1 | 4 | 0
C[C@]12C=CC(=O)C=C1CC[C@@H]1[C@@H]2C(=O)C[C@@]2(C)[C@H]1CC[C@]2(O)C(=O)COC(=O)CCC(=O)O | 6 | -1.6 | -2 | 17 | 0 | -1.1 | -0.7 | 2 | -3 | 1
Cc1ccc(C(=O)NNC(=O)c2ccc(NS(=O)(=O)c3cccs3)cc2)s1 | 2 | 0.9 | -7 | . | . | -1.2 | -1.9 | 7 | -23 | -1
CCc1ccc(NC(=O)C2CCN(S(=O)(=O)c3ccc4c(c3)NC(=O)CO4)CC2)cc1 | 5 | . | 0 | 2 | 2 | i | -0.6 | 10 | -6 | -1
N/C(=N\c1nc2ccccc2o1)NC(=O)C(Cc1ccccc1)N1C(=O)c2ccccc2C1=O (configuration not stated) | -25 | 0.0 | . | 32 | 0 | i | -0.3 | -7 | -42 | 1
COCCCN1C(=O)c2ccc(C(=O)Nc3ccc(OC)cc3OC)cc2C1=O | 5 | -0.1 | -14 | 25 | -5 | -0.5 | -2.9 | 9 | 4 | 1
Cc1nn(Cc2ccccc2)c(=O)c2nn(-c3ccc(Cl)cc3)c(C)c12 | 4 | . | -17 | 2 | -1 | i | -0.3 | 0 | 2 | 1
O=[N+]([O-])c1ccc(C2CCCC/C2=N/OCc2ccccc2F)c([N+](=O)[O-])c1 (configuration not stated) | 4 | -0.6 | . | 10 | 7 | i | -1.4 | 0 | 2 | 2
COC1=CC(=Cc2c(N)n3nc(CC(=O)N4CCCCC4)sc3nc2=O)C=C(OC)C1=O | -383 | -3.7 | -2 | 11 | 4 | i | -37 | 15 | 0 | -1
O=C(NCc1cccnc1)C1c2ccccc2C(=O)N1C1CCCCCC1 (configuration not stated) | -2 | 3.3 | -9 | 14 | -2 | i | -2.4 | -3 | 0 | -3
Cc1cn(-c2ccccc2)c(C)c1/C=N\Nc1nc(N2CCOCC2)nc(N2CCOCC2)n1 | 7 | . | . | -17 | -2 | 1.0 | 3.4 | 14 | -9 | 6
Cc1cc(Br)ccc1SCC(=O)N1CCN(S(=O)(=O)c2ccccc2)CC1 | 2 | 0.4 | -6 | 10 | 7 | 0.6 | 0.5 | -3 | -13 | -2
O=S(=O)([O-])CCC[n+]1c(SCCCS(=O)(=O)O)sc2ccc(Cl)cc21 | -3 | . | -8 | 16 | 6 | -0.3 | 2.1 | 0 | -12 | -1

Single records, from the list above.
O=C(O)CN(c1ccccc1[N+](=O)[O-])S(=O)(=O)c1ccccc1 is entered as MazEF act = -3; BioA inh = .; SSB-PriA inh = 0; VHR inh abs = 9; 3CLpro inhibitor = 2; Vc quorum ag = -0.5; Mtb UGM inh = -0.5; GDH-TPI counter = 12; Rv3671c protease = 7; Mtb FBA inh = 6
O=S(=O)([O-])CCC[n+]1c(SCCCS(=O)(=O)O)sc2ccc(Cl)cc21 is entered as MazEF act = -3; BioA inh = .; SSB-PriA inh = -8; VHR inh abs = 16; 3CLpro inhibitor = 6; Vc quorum ag = -0.3; Mtb UGM inh = 2.1; GDH-TPI counter = 0; Rv3671c protease = -12; Mtb FBA inh = -1
CC(Cc1ccccc1)NCCC(=O)NC(C)Cc1ccccc1 (configuration not stated) is entered as MazEF act = 2; BioA inh = -0.2; SSB-PriA inh = 0; VHR inh abs = .; 3CLpro inhibitor = 0; Vc quorum ag = -6.7; Mtb UGM inh = -3.3; GDH-TPI counter = 13; Rv3671c protease = -6; Mtb FBA inh = 5

Remaining list, next part
smiles | MazEF act | BioA inh | SSB-PriA inh | VHR inh abs | 3CLpro inhibitor | Vc quorum ag | Mtb UGM inh | GDH-TPI counter | Rv3671c protease | Mtb FBA inh
CC1CCCCC12NC(=O)N(CC(=O)OCC(=O)Nc1ccc(F)cc1[N+](=O)[O-])C2=O (configuration not stated) | 7 | -0.1 | -4 | . | . | i | -1.1 | 4 | -3 | 5
CCC(CC)C(=O)Nc1cc(Cl)ccc1C | . | . | . | 20 | -3 | . | 1.3 | . | -4 | .
COc1ccccc1CC(=O)NCCN1CCCCC1 | -2 | -1.1 | -13 | 5 | -6 | i | -0.1 | -9 | 3 | -2
CCOc1ccc(CCNC(=O)COC(=O)c2ccc(OC(C)C)cc2)cc1OCC | -20 | -1.2 | -3 | . | . | 1.0 | -2.6 | -6 | 2 | 1
CC(C)(C)OC(=O)N1CCC[C@@H]1CO | 5 | -3.9 | 2 | . | . | i | 2.7 | -10 | -2 | -2
CC1=C(C(=O)N(C)C)CC(CC(=O)NCCc2ccccn2)C(=O)N1Cc1ccc(C(C)(C)C)cc1 (configuration not stated) | 7 | -4.2 | . | . | . | -0.6 | . | 3 | . | 1
Cc1nc(SCC(=O)Nc2ccccc2C(F)(F)F)c2c(=O)n(C)c(=O)n(C)c2n1 | 1 | . | -15 | . | -3 | -0.3 | 2.1 | 11 | -6 | 3
COc1ccc(N2CCN(C(=O)COC(=O)c3ccc(CSC)o3)CC2)cc1 | -1 | -0.8 | 6 | . | . | -0.7 | . | 17 | 7 | 0
CC(C)(C)C(=O)CSc1nc(N)cc(=O)[nH]1 | 1 | -1.4 | -18 | -5 | -1 | -0.4 | 0.2 | 35* | 2 | 2
COc1ccc(NC(=S)Nc2ccc(C)c(Cl)c2)cc1OC | 4 | 2.1 | 8 | 21 | 4 | 0.4 | 0.2 | -4 | -1 | 2
O=C(Cn1cnc2c(cnn2-c2ccccc2)c1=O)OCc1ccccc1 | 9 | . | -26 | -10 | -2 | -1.7 | 0.7 | 9 | -13 | 4
Cn1c(Oc2cccnc2CN2CCCC2)nc2cc(-c3cccc(C(F)(F)F)c3)sc2c1=O | . | 0.3 | . | . | . | -0.2 | . | 7 | . | 1
O=C(Nc1ccc(F)cc1)Nc1ccccc1F | -2 | -1.0 | -9 | 56* | 2 | -0.3 | 0.3 | 5 | -1 | 1
CCOc1cc(Cl)c(NC(=O)c2ccco2)cc1OCC | 4 | -1.2 | 10 | -8 | 1 | -0.2 | 2.7 | 8 | -2 | 2
CCOC(=O)CSC1=C(C#N)C(c2ccccc2)C(C(C)=O)=C(C)N1 (configuration not stated) | -9 | . | -24 | -3 | 2 | -0.2 | 4.4 | 12 | -3 | 2
COC(=O)c1ccc(C(=O)OC)c(NC(=O)COC(=O)C2CCC(C(C)(C)C)CC2)c1 (configuration not stated) | -7 | -1.8 | -5 | 39 | -7 | i | -4.6 | 13 | -5 | 0
Cc1ccccc1NC(=O)CN1C(=O)C2C3CC(C(Br)C3Br)C2C1=O (configuration not stated) | -6 | . | 1 | -2 | -4 | i | 0.4 | -2 | -2 | -2
CCN(C(=O)CSc1n[nH]c(-c2ccc(OC)cc2)n1)c1c(N)n(Cc2ccccc2)c(=O)[nH]c1=O | -5 | 1.6 | -10 | . | . | -3.0 | . | 14 | . | 3
CCn1c(CNc2ccccc2Cl)nnc1SCC(=O)OC1CCCCC1 | 0 | 3.9 | -5 | 25 | -5 | -3.0 | -2.5 | 1 | 1 | -5
CC(=O)NC(CC(=O)Nc1ccc(S(=O)(=O)NC2=NCCCCC2)cc1)c1ccccc1 (configuration not stated) | 2 | 0.9 | 2 | . | . | i | -0.3 | 2 | 2 | -2
COCCCNc1ccn2nc(-c3cccc(OCc4ccccc4)c3)cc2n1 | . | -1.5 | . | . | . | i | . | -1 | . | 11
COC(=O)c1c(NC(=O)C2c3ccccc3Oc3ccccc32)sc(C)c1C | -8 | -2.8 | -13 | 13 | 4 | -0.3 | 3.4 | 1 | -9 | 6

Quoted from the listing.
CCOC(=O)CSC1=C(C#N)C(c2ccccc2)C(C(C)=O)=C(C)N1 (configuration not stated) | Rv3671c protease = -3
CCn1c(CNc2ccccc2Cl)nnc1SCC(=O)OC1CCCCC1 | Vc quorum ag = -3.0
CC(=O)NC(CC(=O)Nc1ccc(S(=O)(=O)NC2=NCCCCC2)cc1)c1ccccc1 (configuration not stated) | GDH-TPI counter = 2

Screening data deposited in PubChem BioAssay by several laboratories.
